D1 agonist = Allosteric Agonists of the Human D1 Dopamine Receptor: qHTS | D(1A) dopamine receptor (Homo sapiens), P21728 | HEK293 T-REx D1 cells, calcium flux, agonist mode | activation, % at 2 µM | 360,000 tested, 1% active | AID 504660, 2011; in the data active means activation above about 30%; further: 0% is about no effect
Target sequence (P21728 whole entry, looked up): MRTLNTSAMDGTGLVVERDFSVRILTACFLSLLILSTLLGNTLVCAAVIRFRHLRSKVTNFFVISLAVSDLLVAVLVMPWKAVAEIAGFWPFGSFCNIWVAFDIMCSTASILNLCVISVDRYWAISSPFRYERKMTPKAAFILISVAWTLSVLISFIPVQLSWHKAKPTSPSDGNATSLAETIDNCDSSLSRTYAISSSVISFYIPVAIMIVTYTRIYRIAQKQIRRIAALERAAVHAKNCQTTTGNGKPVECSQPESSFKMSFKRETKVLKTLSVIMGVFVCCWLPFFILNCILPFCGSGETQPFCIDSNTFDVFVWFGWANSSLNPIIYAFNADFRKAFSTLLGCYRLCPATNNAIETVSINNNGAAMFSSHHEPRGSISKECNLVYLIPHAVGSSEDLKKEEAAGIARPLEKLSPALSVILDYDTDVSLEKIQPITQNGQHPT
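Agonism was scored from calcium flux recorded over 180 s (1 read/s) after pintool compound addition, following a 10-cycle baseline. Cells were inducible force-coupled HEK293 TREx D1, plated overnight at 30 C and loaded with no-wash calcium dye.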
D1 potentiator = Potentiators of Human D1 Dopamine Receptor: qHTS; HEK293 TREx D1 cells, calcium flux, dopamine EC20 potentiation; potentiation, % at 10 µM; 360,000 tested, 0.036% active; AID 504651, 2011; in the data active means potentiation above about 30%; further: 0% is about no effect
D2 antagonist = HTS Assay for Allosteric Antagonists of the Human D2 Dopamine Receptor: Primary Screen for Antagonists. HEK293 TREx D2 cells, calcium flux, dopamine EC80. inhibition, % at 10 µM. 340,000 tested, 2% active; in the data active means inhibition above about 30%; further: 0% is about no effect
Target sequence (P14416 whole entry, looked up): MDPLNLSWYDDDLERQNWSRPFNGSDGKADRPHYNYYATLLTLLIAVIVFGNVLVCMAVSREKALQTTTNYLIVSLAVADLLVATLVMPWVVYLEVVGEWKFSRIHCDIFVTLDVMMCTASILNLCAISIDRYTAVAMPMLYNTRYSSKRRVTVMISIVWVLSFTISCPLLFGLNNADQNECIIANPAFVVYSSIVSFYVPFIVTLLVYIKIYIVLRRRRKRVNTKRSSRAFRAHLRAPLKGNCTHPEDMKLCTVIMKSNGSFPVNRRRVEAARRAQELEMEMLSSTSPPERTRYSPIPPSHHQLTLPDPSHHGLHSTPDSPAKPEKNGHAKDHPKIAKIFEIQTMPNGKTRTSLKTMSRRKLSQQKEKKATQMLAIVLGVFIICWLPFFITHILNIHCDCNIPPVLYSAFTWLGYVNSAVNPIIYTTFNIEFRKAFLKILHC
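Dopamine at EC80 is the agonist stimulus; test compounds precede it by 180 s. Calcium flux read kinetically in a force-coupled, inducible HEK293 T-REx D2 cell line.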
RXFP1 antag = qHTS Assay for Antagonists of the Relaxin Receptor RXFP1. Relaxin receptor 1 (Homo sapiens), Q9HBX9. HEK293-RXFP1, relaxin-stimulated cAMP HTRF, 30 min; active compounds read low. activity change, negative = inhibition, % at 57.5 µM. 350,000 tested, 0.59% active. AID 1259400, 2018;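 active means activity change of -60% or lower, but not beyond a set lower limit; inconclusive means change between -60% and -40%, or beyond the set limit; inactive means change above -40%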; further: on the % scale 0 is the no-effect control and ±100 the full control effect
TRHR PAM = qHTS for Small Molecule Agonists and Allosteric Enhancers of Human TRH Receptor: Primary Screen for Enhancers; AID 493056, 2011; 360,000 tested, 0.66% active; enhancement, % at 2 µM; TRHR cells, fluo-8 calcium fluorescence, EC20 TRH enhancement; Thyrotropin-releasing hormone receptor (Homo sapiens), P34981; in the data active means enhancement above about 30%; further: 0% is about no effect
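TRHR-expressing cells loaded with fluo-8 calcium dye were read kinetically (ex 480/em 530) during compound addition, then stimulated with an EC20 of TRH (10 nM final). Enhancement of the Gq-mediated intracellular calcium response was scored.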
D1 antag = Antagonist of Human D 1 Dopamine Receptor: qHTS; D(1A) dopamine receptor (Homo sapiens), P21728; activity change, negative = inhibition, % at 10 µM; HEK293 TREx D1 cells, calcium flux, dopamine EC80; active compounds read low; 360,000 tested, 3.2% active; in the data active means activity change below about -30%; further: on the % scale 0 is the no-effect control and ±100 the full control effect
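Inducible Hek293 Trex D1 cells (tetracycline, overnight, 30 C). Calcium dye 30–90 min RT. Antagonist mode: EC80 dopamine added after 180 s compound read.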
RXFP1 ag = qHTS Assay for Agonists of the Relaxin Receptor RXFP1; 370,000 tested, 0.3% active; HEK293T-RXFP1 cAMP TR-FRET, 30 min; response scale: percent of porcine relaxin response, buffer zero; Potency, µM (highest dose often 57.5 µM), for the others: at the top dose activation, usual class: activators; Relaxin receptor 1 (Homo sapiens), Q9HBX9; active means well fitted activation curve with a large enough effect; inconclusive means small, poorly fitted or top-dose-only effect; further: potency means the concentration at half of the fitted maximal effect; on the % scale 0 is the no-effect control and ±100 the full control effect; nearly all actives have a fitted effect of over 60% in size; many of its hits are not listed in these tables
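HEK293 cells stably expressing RXFP1, treated 30 min at 37C with compounds plus PDE4 inhibitor Ro 20174; cAMP measured by HTRF TR-FRET. Normalized to buffer and 29 nM porcine relaxin; EC50 by Hill fit.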
D2 ag = HTS Assay for Allosteric Agonists of the Human D2 Dopamine Receptor: Primary Screen for Agonists; 340,000 tested, 0.53% active; HEK293 T-REx D2 cells, calcium flux agonist mode; activation, % at 2 µM; D(2) dopamine receptor (Homo sapiens), P14416;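 active means activation over 3 SD above normal in the single-dose calcium agonist read, cut at about 30% in these data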; further: 0% is about no effect
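In this primary screen, compounds producing a positive calcium signal within 180 s of addition to tetracycline-induced, force-coupled HEK293 Trex D2 cells are flagged; cells are dye-loaded with a no-wash calcium kit beforehand.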
D2 potentiator = HTS Assay for Positive Allosteric Modulators of the Human D2 Dopamine Receptor: Primary Screen for Potentiators; AID 485347, 2010; 340,000 tested, 0.34% active; potentiation, % at 10 µM; D(2) dopamine receptor (Homo sapiens), P14416; HEK293 T-REx D2, calcium flux, EC20 dopamine potentiation;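 active means potentiation over 3 SD above the plate norm, cut at about 30% in these data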; further: 0% is about no effect
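Calcium flux readout, no-wash dye, 1 read/s. Inducible HEK293 Trex D2 line, overnight 30 C. Compound alone 180 s (agonist flags), then EC20 dopamine, another 180 s to score potentiation.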
An asterisk follows results filed as active; ? = inconclusive; . = no result given; & = joins results of further samples. The list is partial; the hit share may differ from the screen's.

SMILES | D1 agonist | D1 potentiator | D2 antagonist | RXFP1 antag | TRHR PAM | D1 antag | RXFP1 ag | D2 ag | D2 potentiator
COc1ccc(S(=O)(=O)N2CCCC(C(=O)N3CCOCC3)C2)cc1Cl (configuration not stated) | 2 | 7 | 1 | -3 | 3 | 2 | -2.8% | 0.1 | 1
COc1cc2c(cc1OC)CN(C(=O)CN1CCN(S(=O)(=O)c3ccc(C)c(C)c3)CC1)CC2 | 0 | 1 | 8 | -13 | -16 | -19 | 1.3% | -0.8 | -4
[N-]=[N+]=NCCN1CCN(Cc2ccccc2)CCC1=O | 1 | -6 | 22 | . | -1 | 20 | -1.2% | 3.4 | -5
COc1ccc(/C=C2\SC(=S)N(CCC(=O)N(CCO)c3ccccc3)C2=O)cc1OC | 4 | 2 | 8 | -18 | 0 | -1 | 2.9% | 0.8 | 0
CCCC(=O)Nc1cc2nn(-c3ccccc3)nc2cc1C | 6 | 0 | . | . | -3 | -7 | 1.6% | 0.3 | 2
O=C(NCc1ccc(F)cc1)C1CCCN1S(=O)(=O)c1ccccc1C(F)(F)F (configuration not stated) | 1 | -2 | 3 | -1 | -6 | -10 | 1.4% | -0.6 | -6
COc1ccc(NC(=O)CSc2nc3ccccc3c(=O)n2CCCO)cn1 | 1 | -2 | . | 6 | -4 | 2 | 0.0% | . | .
CC1CN(C2CCN(C(=O)c3cccc(Cl)c3)CC2)CC(C)O1 (configuration not stated) | 4 | 8 | 0 | -1 | 11 | 6 | -0.3% | 0.1 | -9
Cc1ccccc1OCc1occc1C(=O)Nc1cccc(-n2cnnn2)c1 | 7 | -7 | 15 | -6 | -12 | -29 | 4.5% | -1.1 | -5
CCc1nnc(SCc2ccc(OC)cc2)c2cc3sc(C)cc3n12 | 1 | -3 | . | 8 | 4 | -1 | 3.3% | 0.7 | -4
COc1ccc(NC(=O)c2cnn(-c3ccc(F)cc3F)c2C2CCN(C(=O)OC(C)(C)C)CC2)cc1Cl | 2 | -7 | . | -35 | 2 | -8 | 0.2% | . | 5
CCn1c(COc2cccc(OC)c2)nnc1SCC(=O)Nc1cc(OC)ccc1OC | -1 | 3 | 0 | 2 | 18 | 26 | -0.4% | -1.2 | -3
O=C(CN1c2ccccc2Sc2ccccc21)NNC(=O)Nc1cccc(Cl)c1 | 0 | -9 | -18 | ? | 1 | -14 | 3.2% | -0.2 | -1
Cc1cc2cc(CNC(=S)Nc3ccc(OC(F)F)cc3)ccc2n1C | 8 | -5 | -9 | . | 12 | -21 | 2.2% | 0.2 | -12
CCn1cc(CN2CCC(n3nccc3NC(=O)c3ccccc3C)CC2)cn1 | 0 | -1 | 3 | -6 | 5 | 21 | 0.5% | 0.3 | -1
COc1cccc(N2CC(NS(=O)(=O)c3cccs3)CC2=O)c1 (configuration not stated) | 0 | -1 | -15 | 1 | 5 | -8 | -0.1% | -0.4 | 6
O=C(Cc1ccccc1)NNC(=O)C1CC=CCC1 (configuration not stated) | 1 | -7 | -8 | 8 | 0 | 0 | 0.0% | -3.2 | .
C=CCc1c(C)[nH]c2ccc(C)cc2c1=O | 3 | -3 | 19 | -2 | -5 | 4 | 0.3% | -0.5 | -2
O=C(CN1CCN(S(=O)(=O)c2cc(Cl)ccc2Cl)CC1)Nc1ccc2c(c1)OCCO2 | 3 | -6 | 6 | -14 | -8 | -15 | -0.1% | -1.5 | -1
O=C(Cn1cnc2scc(-c3cccc([N+](=O)[O-])c3)c2c1=O)NCc1ccco1 | 2 | -3 | 3 | -12 | 0 | -3 | 6.1% | -0.4 | 1

Entries of single compounds, quoted from the list.
CC1CN(C2CCN(C(=O)c3cccc(Cl)c3)CC2)CC(C)O1 (configuration not stated) is listed with D1 agonist: 4; D1 potentiator: 8; D2 antagonist: 0; RXFP1 antag: -1; TRHR PAM: 11; D1 antag: 6; RXFP1 ag: -0.3%; D2 ag: 0.1; D2 potentiator: -9
Cc1cc2cc(CNC(=S)Nc3ccc(OC(F)F)cc3)ccc2n1C is listed with D1 agonist: 8; D1 potentiator: -5; D2 antagonist: -9; RXFP1 antag: .; TRHR PAM: 12; D1 antag: -21; RXFP1 ag: 2.2%; D2 ag: 0.2; D2 potentiator: -12

Carrying on:
SMILES | D1 agonist | D1 potentiator | D2 antagonist | RXFP1 antag | TRHR PAM | D1 antag | RXFP1 ag | D2 ag | D2 potentiator
Cc1ccc(-c2noc(CSc3nc(N)cc(N)n3)n2)cc1 | 20 | -2 | . | 13 | -4 | -15 | 2.9% | . | .
O=[N+]([O-])c1ccc2n[nH]nc2c1 | 5 | -2 | -3 | 0 | -2 | -7 | -1.0% | -0.4 | 17
Cc1ccc(-n2ccn(CC(=O)NCCc3ccccc3)c(=O)c2=O)cc1C | 0&2 | -4&-4 | 2 | 9&12 | -4&-5 | 3&-15 | 4.6%&3.6% | 0.5&1.1 | -10&8
CN(Cc1ccccc1)C(=O)CCCn1c(=O)c2cccn2c2cccnc21 | 2 | 4 | -3 | 12 | 2 | -8 | 3.8% | -2.0 | 0
C=CCC1C=CCC(CC=C)N1C(=O)c1ccccc1[N+](=O)[O-] (configuration not stated) | 2 | -1 | -1 | -11 | -1 | -3 | -0.4% | -0.5 | 4
CC(NC(=O)Nc1ccc(F)cc1F)c1ccncc1 (configuration not stated) | -1 | 5 | -20 | 1 | -4 | 3 | 2.2% | -0.1 | 5
CCCc1nc(Nc2nc3ccccc3o2)nc(C)c1C(=O)OCC | 1 | 4 | 1 | -6 | -6 | -10 | 3.1% | 0.1 | -7
CCc1ccc(CN(C)C(=O)c2cccc(S(=O)(=O)Nc3ccccc3OC)c2)cc1 | 19 | -2 | 13 | -5 | -10 | 7 | 0.6% | 0.7 | -6
Cc1cccc(N(C(=O)c2csnn2)C(C(=O)NC(C)(C)C)c2ccncc2)c1 (configuration not stated) | 6 | -4 | 3 | 10 | -4 | -1 | 4.7% | 1.9 | -1
CCn1c(CCNC(=O)c2ccc(OC)cc2)nnc1SCC(=O)Nc1ccccc1F | -1 | 0 | 27 | 16 | 3 | . | -3.0% | -0.4 | 7
Cn1cc(-c2cc3n(n2)CCC(=O)N3CCCC(=O)Nc2ccccc2F)c2ccccc21 | 5 | -1 | . | -16 | -1 | 4 | 1.8% | -1.3 | 9
COCCN=c1scc(-c2cc(OC)ccc2OC)n1/N=C/c1c[nH]c2ccccc12 | 1 | -3 | -13 | 9 | 15 | -1 | 0.1% | -0.3 | 1
COc1ccc(NC(=O)c2cccs2)cc1NC(=O)c1ccco1 | 2 | 2 | -13 | -1 | -2 | 2 | 0.8% | -0.5 | 5
Cc1cc(C)c(NC(=O)Cn2nnc(C(=O)NCc3ccc4c(c3)OCO4)c2N)c(C)c1 | 4 | -5 | 7 | 0 | 1 | -1 | -3.4% | -0.4 | 12
CCCn1cc(S(=O)(=O)c2ccc(Cl)cc2)c(=O)c2cc(OC)ccc21 | 7 | 13 | -13 | 2 | 4 | 0 | -2.5% | -0.7 | -10
Cc1cc(N2CCOCC2)nc2ccc(NC(=S)NC(C)C)cc12 | 1 | -1 | -1 | 15 | 2 | -14 | 23% | 1.3 | 2
Cc1ccccc1CN1C(=O)Nc2ccccc2C(=O)N1C(C)(C)C | 0 | -6 | 19 | 1 | -3 | 1 | -0.1% | 0.0 | 3
O=C(CCN1CCN(S(=O)(=O)c2ccc(Br)cc2)CC1)Nc1ccccc1F | 2 | -7 | 15 | -9 | -9 | 3 | -0.8% | 0.8 | -4
COC(=O)c1ccc(N=NNc2cccc(Br)c2)cc1 | 2 | 6 | 1 | -10 | 1 | 2 | -1.4% | -0.9 | -6
CC(=O)c1ccc(S(=O)(=O)Nc2cccc(-c3ccc(N4CCCCC4)nn3)c2)cc1 | -1 | -2 | . | -17 | -3 | -5 | -1.7% | -1.5 | .

Individual results from the list.
D2 potentiator result of CCc1ccc(CN(C)C(=O)c2cccc(S(=O)(=O)Nc3ccccc3OC)c2)cc1 : -6
D2 potentiator result of CC1CN(C2CCN(C(=O)c3cccc(Cl)c3)CC2)CC(C)O1 (configuration not stated) : -9

The list continues:
SMILES | D1 agonist | D1 potentiator | D2 antagonist | RXFP1 antag | TRHR PAM | D1 antag | RXFP1 ag | D2 ag | D2 potentiator
Cc1[nH]n(-c2ccccc2)c(=O)c1N=Nc1ccccc1C(=O)N1CCOCC1 | -1 | 2 | . | 0 | -4 | 0 | -0.2% | . | -9
Cc1ccccc1-c1cc(C(=O)O)n(CC2CC(c3cccnc3)=NO2)n1 (configuration not stated) | 2 | -1 | -13 | . | 0 | . | 2.5% | 1.3 | 7
CCc1nnc(NC(=O)CN2C(=O)/C(=C/c3ccc(OC)c(OC)c3)SC2=S)s1 | 2 | 4 | -16 | . | 5 | 34 | -1.6% | 1.6 | -2
Cc1ccc(CCNC(=O)c2ccc(CS(=O)(=O)Cc3ccccc3F)o2)cc1 | 2&4 | -5&-2 | -8 | 9&16 | -1&-5 | -6&-22 | -0.3%&0.8% | 0.7&0.8 | -5&-9
COc1cccc(NC(=O)C2CCCN2C(=O)Nc2ccccc2)c1 (configuration not stated) | 2 | -4 | 33* | 3 | 0 | -10 | 1.1% | -0.5 | 4
O=c1[nH][nH]cc1C=Nc1ccc(Cl)cc1Cl | 1 | 6 | -7 | 0 | 5 | -3 | 0.6% | 0.6 | 6
CC(C)=NOc1nc(N(C)C)nc(N(C)C)n1 | 2 | -3 | -8 | 1 | 9 | 10 | -0.5% | 1.2 | -2
Cc1cccc(OP(=O)(Nc2c(C)n(C)n(-c3ccccc3)c2=O)Oc2cccc(C)c2)c1 | -1 | -1 | -22 | -5 | 0 | 16 | 1.2% | 2.4 | 2
O=C(NCCN1C(=O)S/C(=C\c2ccccc2F)C1=O)C1CC(=O)N(Cc2ccccc2)C1 (configuration not stated) | 0 | -7 | . | 7 | -3 | -24 | 0.9% | . | -8
CCOC(=O)c1ccc(NC(=S)N2CCN(S(C)(=O)=O)CC2)cc1 | 2 | -2 | 12 | -4 | 1 | -4 | -1.3% | 0.9 | 4
CC(=O)c1cnc2ncnn2c1C | 2 | -11 | -3 | -7 | 1 | 3 | 1.8% | 0.3 | -1
COc1ccc(NC2CCCCC2NS(=O)(=O)c2ccc(C)cc2)cc1 (configuration not stated) | -1 | -2 | -5 | ? | -3 | 2 | 1.0% | 0.1 | 18
COc1cc(C(=O)Nc2c(C(=O)O)[nH]c3ccc(C)cc23)cc(OC)c1OC | 0 | -1 | 34* | 5 | -10 | 1 | 1.3% | -0.9 | 19

Assay outcomes as filed in PubChem BioAssay.
